phage Ecoli inh: growth loss of phage-infected E. coli, primary screen, RecBCD inhibitor project, absorbance, with phage, HTS; inhibition, % at 11.9 µM; 360,000 tested, 0.26% active; AID 651602, 2012; in the data active = inhibition above about 11%
PKA-R1A act: activators of PKA-R1A holoenzyme, primary screen, biochemical, fluorescence polarization, Cy5-IP20, bovine R1A, mouse PKAc. 340,000 tested, 0.083% active. AID 504707, 2011. PKA-R1A dissociation; scaled: DMSO 0%, 113 µM cGMP 100%. activation, % at 11.4 µM. cAMP-dependent protein kinase type I-alpha regulatory subunit (Bos taurus) + …;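 active = percent activation above the mean of all tested compounds plus 3 SD, cut at about 19% in these data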;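 also: higher means more PKAc released from R1A so a rise in polarization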
Ecoli viability: E. coli V3065 growth inhibition, primary screen, counter-screen for AddAB inhibitor project, absorbance, OD600. 18 h. inhibition, % at 11.9 µM. 330,000 tested, 0.27% active;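 active = inhibition above the campaign's mean inhibition across all tested compounds plus 3 SD, cut at about 9.9% in these data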;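 also: uninfected addAB+ strain grown without phage in ampicillin broth; 0% = DMSO wells and 100% = ciprofloxacin 0.95 µg/ml wells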
HTR5A ag: HTR5A agonists in luminescence cell assay, primary screen, counter-screen for OPRM1-OPRD1 heterodimer agonist project, full-deck HTS. activation, % at 9.3 µM. AID 504692, 2011. cell-based. 340,000 tested, 0.61% active. 5-hydroxytryptamine receptor 5A (Homo sapiens), P47898; in the data active = activation mostly above about 9.5%, no sharp cut-off; inactive = mostly below about 7.6%;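 also: 0% = cells with vehicle only and 100% = reference agonist; strong numbers were not always called active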
Target sequence (P47898 whole entry, looked up): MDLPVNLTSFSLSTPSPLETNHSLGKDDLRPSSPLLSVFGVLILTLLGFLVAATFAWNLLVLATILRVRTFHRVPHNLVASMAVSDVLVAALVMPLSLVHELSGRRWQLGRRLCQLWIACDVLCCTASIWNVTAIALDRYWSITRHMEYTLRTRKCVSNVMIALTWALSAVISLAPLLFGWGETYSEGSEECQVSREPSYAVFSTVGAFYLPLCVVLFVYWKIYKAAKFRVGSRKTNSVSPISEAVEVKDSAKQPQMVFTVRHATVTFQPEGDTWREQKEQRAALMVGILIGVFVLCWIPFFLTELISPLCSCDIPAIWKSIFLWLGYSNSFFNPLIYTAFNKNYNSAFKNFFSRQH
MOR-DOR inv ag: inverse agonists of MOR-DOR heterodimerization, primary screen, cell-based, luminescence; cell-based MOR-DOR heterodimer luminescence, inverse agonism; inhibition, % at 9.3 µM; 340,000 tested, 0.21% active; in the data active = inhibition above about 22%, passing the limit was not always enough;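 also: 0% = cells with DMSO and 100% = wells without cells with DMSO; values of inactives mirror those of a sister screen read the other way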
HTR5A inv ag: HTR5A inverse agonists in luminescence cell assay, primary screen, counter-screen for OPRM1-OPRD1 heterodimer inverse agonist project, full-deck HTS; HTR5A cell line, inverse agonism; inhibition, % at 9.3 µM; 340,000 tested, 0.083% active; AID 504634, 2011; in the data active = inhibition mostly above about 23%, no sharp cut-off; inactive = mostly below about 18%;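 also: 0% = cells with DMSO and 100% = no-cell wells with DMSO; some compounds called inactive have numbers as strong as hits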
PfHsp90 yeast 2: growth inhibition of PfHsp90-expressing yeast, primary screen, antimalarial PfHsp90 inhibitor project, S. cerevisiae, BacTiter-Glo luminescence, single point, set 2; BacTiter-Glo ATP, 48 h; yeast lacking PDR1 and PDR3 efflux regulators; 310,000 tested, 0.32% active; inhibition, % at 9.4 µM;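 active = every replicate shows inhibition above about 80%, whatever the replicate mean, limit read from the data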;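 also: 0% = DMSO neutral controls and 100% = 20 µM radicicol positive controls; yeast relying on Plasmodium falciparum Hsp90 in place of its own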
DSG3 Ab inh: inhibitors of pemphigus antibody binding to DSG3, primary screen, biochemical, bead-based, flow cytometry, scFv-GFP; DSG3-coupled beads, scFv-anti-DSG3-GFP binding; stronger effect = lower value; binding (percent of control), % at 10 µM; 310,000 tested, 0.48% active;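 active = binding more than 3 SD below its plate's average and above zero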;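 also: hits lower antibody fragment binding to DSG3; some compounds called inactive have numbers as strong as hits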
SUMO Mot1 rescue: yeast Mot1-301 growth rescue at high temperature, primary screen, SUMOylation pathway inhibitor project, S. cerevisiae, ATP luminescence, 38.5C | S. cerevisiae Mot1-301 growth rescue; percent above DMSO median, 100 means doubled | 320,000 tested, 1% active | growth rescue, % at 18.8 µM;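 active = every valid replicate shows activation above 250% relative to neutral control wells; inactive = the rest, any valid replicate at or below 250%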;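 also: OY570 slx delta 5 strain wells were the positive control but not used for scaling; some compounds called inactive have numbers as strong as hits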
MOR-DOR ag: agonists of OPRM1-OPRD1 heterodimerization, primary screen, cell-based, luminescence; 340,000 tested, 0.3% active; Mu-type opioid receptor (Homo sapiens) + Delta-type opioid receptor (Homo sapiens), …; cells; activation, % at 9.3 µM; in the data active = activation above about 18%;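 also: 0% = vehicle-treated cells and 100% = reference agonist; values of inactives mirror those of a sister screen read the other way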
AddAB inh: growth inhibition of E. coli expressing H. pylori AddAB, primary screen, AddAB inhibitor project, absorbance; AID 435030, 2010; 330,000 tested, 0.29% active; inhibition, % at 11.9 µM; in the data active = inhibition above about 12%;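 also: 0% = vehicle wells of infected cells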
* hit, by the source's call; · = not tested or not shown.

mol	phage Ecoli inh	PKA-R1A act	Ecoli viability	HTR5A ag	MOR-DOR inv ag	HTR5A inv ag	PfHsp90 yeast 2	DSG3 Ab inh	SUMO Mot1 rescue	MOR-DOR ag	AddAB inh
O=C(NCCOc1ccccc1Cl)c1cccc2c1C(=O)c1ccc(Cl)cc1S2(=O)=O	0.6	-3.7	-2.8	2.1	11.3	11.8	0.3	107.3	10.1	-2.5	0.6
COc1ccc(C(=O)NCCS(=O)(=O)N2CCc3ccccc3C2)cc1	3.8	-9.9	1.6	1.2	7.8	-3.0	·	102.7	530.3*	-1.5	3.1
COc1cc(CNC(C)C23CC4CC(CC(C4)C2)C3)ccc1OCC(=O)NC(C)(C)C (stereo unspecified)	0.2	0.1	-0.3	1.3	-13.1	-4.8	0.3	90.5	-5.1	2.5	3.2
N#Cc1c2n(c3c(N)ncnc13)CCCCC2	1.6	3.3	-2.3	2.8	4.5	15.7	-2.9	113.5	-10.3	-0.8	-0.1
O=C(C1CCN(S(=O)(=O)c2cccnc2)CC1)N1CCN(c2ccccc2Cl)CC1	0.5	-7.8	-2.6	0.6	7.1	12.8	-8.3	97.2	25.3	-1.6	1.9
Nc1nnc(SCc2cccc(C(F)(F)F)c2)s1	1.2	2.1	1.7	5.2	16.5	22.6	-13.6	99.4	-7.3	-2.9	2.9
CCOc1cc(C=O)ccc1OCCCN1C(=O)NC(C)(C)C1=O	2.4	-1.8	0.6	5.1	8.0	-12.2	·	108.0	-20.3	-1.7	3.9
CCOC(=O)Cn1nc(/C=C/c2ccc(C)cc2)ccc1=O	3.2	-6.5	2.0	-5.2	17.6	11.5	·	81.1	-6.4	-3.6	3.0
COC(=O)c1c(NC(=O)CN(c2ccc(C)c(C)c2)S(C)(=O)=O)sc2c1CCCC2	2.8	-4.4	0.0	-0.6	-16.8	1.7	1.5	108.3	250.5	2.8	-0.5
Cc1cccc(CCN(C(=O)c2snc(C(N)=O)c2N)C(C(=O)NCC2CCCO2)c2ccc(F)cc2)c1 (stereo unspecified)	-1.5	5.4	·	2.4	7.4	-6.4	-7.4	105.2	·	-1.4	·
O=[N+]([O-])c1cccc(C(=Nc2ccccc2Cl)NO)c1	3.4	-11.4	-1.2	-3.8	2.5	9.8	·	96.4	-6.9	-0.5	0.3
Cn1c(=O)c2[nH]c(SCc3cccnc3)nc2n(C)c1=S	1.9	0.5	·	-1.1	15.2	4.3	0.9	111.9	·	-3.1	·
Cn1nc(C(=O)Nc2ccc(S(=O)(=O)N3CCCCC3)cc2)c2ccccc2c1=O	1.3	-6.9	0.2	-0.5	12.9	1.2	4.9	115.5	-0.1	-2.7	1.3
CC(OC(=O)CN1C(=O)c2ccccc2C1=O)C(=O)NC1CCCC1 (stereo unspecified)	1.1	3.2	-1.5	0.1	6.7	16.3	0.0	108.8	2.3	-0.9	2.9
CN(C(=O)c1cccc(NC(=O)Cc2ccc(NC(=O)C3CCCN(C(=O)C4CCC4)C3)cc2)c1)C1CC1 (stereo unspecified)	2.1	-2.4	·	-2.9	12.6	9.9	-10.3	108.3	·	-2.7	·
COCCN(CC1CCCN(C2Cc3ccccc3C2)C1)C(=O)CCC(C)=O (stereo unspecified)	0.6	-7.9	·	1.5	8.7	-5.4	3.8	90.7	-9.3	-1.9	·
COc1ccc(OC)c(NC(=S)N2CCCC2)c1	-0.4	3.9	·	0.3	15.1	-0.9	-10.8	124.2	1.9	-2.7	·
CCOC(=O)N1CCC(NC(=O)c2cnn3c2NC(c2ccco2)CC3C(F)(F)F)CC1 (stereo unspecified)	1.9	4.0	1.6	-12.8	3.1	28.1	·	110.9	-9.3	-0.6	3.8
COc1ccc(NS(=O)(=O)c2ccc(N/N=C/c3ccc(N4CCOCC4)cc3)c([N+](=O)[O-])c2)cc1	2.9	-0.3	-1.4	-4.1	5.5	10.4	-15.4	82.8	-8.9	-1.1	1.7
CCN(CC)c1ccc(/C=N/NC(=O)Nc2nonc2N)cc1	5.6	-16.8	0.4	2.7	-0.1	-9.3	24.0	102.9	-16.7	0.0	1.6
COc1ccc(C2C(C(=O)N3CCN(C)CC3)c3ccccc3C(=O)N2C2CCCCC2)cc1 (stereo unspecified)	1.6	-9.2	1.3	3.0	-0.4	-7.0	-25.8	110.0	·	0.1	2.2
Cc1nn(C)cc1C(=O)Nc1ccc2c(c1)OCCO2	2.9	1.6	0.9	5.2	15.2	-14.6	4.0	111.6	2.1	-2.9	3.8
COC(=O)c1sc(NC(=O)CCCn2nc([N+](=O)[O-])cc2C)c(C(=O)OC)c1C	3.9	-7.2	-1.0	0.2	15.1	-5.0	21.1	84.0	10.8	-3.0	2.2
CCOc1ccc(-n2c(C)nc3cc(C(=O)NCCN4CCOCC4)ccc32)cc1	2.5	-7.6	-2.0	3.3	12.1	2.3	·	105.0	-17.7	-2.2	-0.4
C/C(=N\NC(=S)NC(C)C)c1ccc2c(c1)OCCO2	0.7	-7.8	-0.5	3.9	11.4	-16.5	-30.2	95.8	2.1	-2.2	-0.7
CC1CCCN(CCCNC(=O)CN2C(=O)COc3ccccc32)C1 (stereo unspecified)	2.2	-1.1	0.8	0.7	5.5	-2.7	-16.5	102.5	62.0	-1.1	2.4
S=C(NCc1ccco1)Nc1ccc(Oc2ccc(Cl)cc2)cc1	6.8	-3.5	1.1	1.9	-19.6	-24.4	14.2	99.3	52.5	3.8	0.6
O=S(=O)(Cc1ccccc1)N1CCN(Cc2ccccc2)CC1	4.6	-12.4	-1.4	-1.1	-11.4	33.2	·	101.8	-13.8	2.1	1.2
O=C(COc1ccccc1Cl)NCCc1ccc2c(c1)OCCO2	0.9	20.6*	-2.7	0.4	9.9	23.6	-8.5	110.8	20.2	-1.9	2.2
O=C(Nc1cc(Cl)ccc1N1CCOCC1)c1cccnc1Cl	2.2	-11.0	1.4	5.3	8.5	-13.8	-6.6	·	-26.5	-1.7	1.0
CCOC(=O)N1CCN(CCC(=O)Nc2ccccc2OC)CC1	1.9	-3.0	-1.6	4.0	-0.4	1.3	-3.0	·	-9.1	0.1	-1.1
Cc1ccc(C(=O)N(Cc2nnc(-c3ccc(Cl)cc3)o2)C2CC2)o1	2.6	-9.8	-1.2	-2.2	12.9	5.5	-6.4	·	-12.5	-3.2	0.8
Cn1c(SCCOc2ccccc2Cl)nnc1-c1cccs1	3.6	-8.5	-0.6	-3.2	-5.0	10.1	-17.2	98.3	11.7	1.0	2.6
Cc1ccc(C(=O)NCc2ccco2)cc1	3.0	-1.1	·	-1.1	6.0	4.1	-10.7	98.6	25.2	-1.3	·
COc1ccc(-c2nnc(SCCC(=O)O)n2-c2ccccc2)cc1OC	2.9	-2.9	1.1	-0.9	6.6	2.7	-9.3	101.2	·	-1.2	-1.0
O=C(Nc1cccnc1)C1CC(=O)N(c2ccc(F)cc2)C1 (stereo unspecified)	2.4	1.5	1.5	-0.3	-13.1	-11.7	16.6	141.7	-16.7	1.6	2.9
O=c1[nH]c(CN2CCN(Cc3ccccc3)CC2)nc2scc(-c3ccccc3)c12	-1.4	5.1	-2.9	0.3	-5.4	-0.8	7.0	96.5	-2.7	1.0	-5.1
Cc1ccc(NC(=S)NCC(C)C)cc1	1.2	-15.7	2.0	-1.3	4.3	4.6	-2.5	100.2	-0.4	-0.8	1.0
CCOc1ccc(N2CC(C(=O)Nc3ccccc3C(=O)NC3CC3)CC2=O)cc1 (stereo unspecified)	3.0	-0.9	-0.1	10.9	9.1	-29.1	-3.9	100.1	3.1	-1.7	-1.4
Cc1ccc(S(=O)(=O)/N=C(/Nc2ccccc2C)c2ccccc2)cc1	3.5	-5.7	1.2	-1.2	2.1	4.7	-6.0	134.0	24.6	-0.4	0.3

3 entries out of the list above, arranged by the number in phage Ecoli inh, descending.
Compound,phage Ecoli inh
O=S(=O)(Cc1ccccc1)N1CCN(Cc2ccccc2)CC1,4.6
CC1CCCN(CCCNC(=O)CN2C(=O)COc3ccccc32)C1 (stereo unspecified),2.2
O=C(COc1ccccc1Cl)NCCc1ccc2c(c1)OCCO2,0.9

(continued)
mol	phage Ecoli inh	PKA-R1A act	Ecoli viability	HTR5A ag	MOR-DOR inv ag	HTR5A inv ag	PfHsp90 yeast 2	DSG3 Ab inh	SUMO Mot1 rescue	MOR-DOR ag	AddAB inh
CN(Cc1ccccc1)C(=O)c1ccc(NC(=O)Cc2ccc(NC(=O)C3CCCN(C(=O)c4ccccc4)C3)cc2)cc1 (stereo unspecified)	0.9	0.0	·	-1.2	6.3	4.4	0.5	98.9	·	-1.4	·
Cc1cc(C)n(-c2ccc(C(C)C)cc2)c(=O)c1C#N	2.9	2.1	2.5	0.4	20.1	13.2	15.1	83.8	18.3	-4.0	2.2
c1ccc(C(Cc2nc(-c3cccnc3)no2)c2ccccc2)cc1	2.6	-7.1	-3.0	1.8	4.8	-7.1	-12.2	105.0	16.4	-0.8	-3.1
CCC(=NCCN1CCNCC1)C1=C(O)CC(C)(C)CC1=O	2.7	3.4	1.2	1.9	13.1	-1.6	-27.2	94.1	3.5	-2.3	0.3
COc1ccc(/C(N)=N/OC(=O)c2ccc3c(c2)OCO3)cc1	3.3	-7.7	0.1	4.1	-13.3	-1.9	-4.9	·	-2.1	2.4	1.0
N#Cc1c(N)nc2c3c(sc(=N)c2c1N)NC(=O)CC3c1ccccc1Cl (stereo unspecified)	0.1	4.7	-0.8	-0.5	-30.2	-21.3	·	89.0	·	5.5	0.7
Cc1ccc(NC(=O)Cn2cc(C=O)c3ccccc32)cc1C	3.2	-10.5	-1.7	0.5	10.0	-1.8	12.0	96.2	20.2	-2.2	1.0
Cc1ccc(C)c(C(=O)CCC(=O)Nc2ccc(F)cc2)c1	-0.6	-1.4	0.5	0.9	0.1	-3.5	-3.8	114.2	124.4	0.0	2.6
CCOc1cc(N2CCOCC2)c(OCC)cc1NC(=O)Cc1cn2ccsc2n1	4.4	3.2	0.2	-0.2	-26.5	4.0	-1.0	95.9	·	4.7	-1.3
Cc1cccc(C)c1N1CCN(S(=O)(=O)c2ccc(F)cc2)CC1	-0.2	-5.0	-0.7	-2.5	0.5	-20.5	-6.3	·	-1.0	-0.1	1.9
Cc1cc(Cl)ccc1Oc1nc(-c2ccccc2)ncc1S(C)(=O)=O	4.5	-7.4	-0.2	4.7	15.9	-12.2	-29.3	90.7	5.2	-3.2	3.8
CCc1cccc(C)c1NC(=O)Cn1c(NCCO)nc2ccccc21	0.7	-7.3	2.3	·	·	·	5.8	102.9	426.8	·	2.7

Source: PubChem BioAssay (several laboratories)
